S1P3 antagonist: antagonists of human S1P3 receptor | CHO S1P3 NFAT-BLA reporter, FRET fluorescence, antagonist mode | inhibition, % at 4.98 µM | 170,000 compounds, 0.27% hits;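 active = inhibition above the plate cutoff, the mean inhibition of test wells on that plate plus 3 SD, cut at about 28% in these data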;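 note: cells challenged with S1P at its EC80 of 0.8 µM; blue over green emission ratio from cleaved BLA substrate after 4 h stimulation; 0% = S1P-stimulated wells and 100% = unstimulated DMSO-only wells; some compounds past the cut are filed as inactive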
PPARg SRC-2 ag: agonists of SRC-2 recruitment by human PPARgamma. activation, % at 8 µM. P37231. 200,000 compounds, 0.34% hits. PPARgamma LBD-SRC-2 recruitment, biochemical; in the data active = activation above about 22%;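 note: 0% = vehicle and 100% = reference agonist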
PPARg SRC-1 ag: agonists of human PPARgamma SRC-1 coactivator recruitment. P37231. PPARgamma-SRC-1 coactivator recruitment biochemical assay. activation, % at 8 µM. 200,000 compounds, 0.41% hits; in the data active = activation above about 19%;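 note: 0% = DMSO and 100% = reference agonist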
bIAP inh: intestinal alkaline phosphatase (bovine) inhibition; inhibition, % at 20 µM; purified bovine IAP, CDP-star luminescence, 30 min; AID 1019; 190,000 tested, under 10 active;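 active = over 50% inhibition of intestinal alkaline phosphatase at 20 µM in the single-dose screen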
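Incubation: 30 min reaction at room temperature / Material: purified bovine intestinal alkaline phosphatase (IAP) enzyme / Input: enzyme at 1/65,000,000 dilution / Dosing: 20 µM single dose / Signal: CDP-star luminescence signal / Reagent: CDP-star chemiluminescent phosphatase substrate, 30 µM final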
TLR4 MyD88 comp: TLR4-MyD88 interaction inhibition in cells. HeLa CL3-4 TLR4/MyD88 BLA complementation, FRET ratio. 200,000 compounds, 0.18% hits. O00206+Q99836. inhibition, % at 8.4 µM; in the data active = inhibition above about 25%;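 note: 0% = vehicle and 100% = reference inhibitor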
Target sequence (O00206 whole entry, looked up): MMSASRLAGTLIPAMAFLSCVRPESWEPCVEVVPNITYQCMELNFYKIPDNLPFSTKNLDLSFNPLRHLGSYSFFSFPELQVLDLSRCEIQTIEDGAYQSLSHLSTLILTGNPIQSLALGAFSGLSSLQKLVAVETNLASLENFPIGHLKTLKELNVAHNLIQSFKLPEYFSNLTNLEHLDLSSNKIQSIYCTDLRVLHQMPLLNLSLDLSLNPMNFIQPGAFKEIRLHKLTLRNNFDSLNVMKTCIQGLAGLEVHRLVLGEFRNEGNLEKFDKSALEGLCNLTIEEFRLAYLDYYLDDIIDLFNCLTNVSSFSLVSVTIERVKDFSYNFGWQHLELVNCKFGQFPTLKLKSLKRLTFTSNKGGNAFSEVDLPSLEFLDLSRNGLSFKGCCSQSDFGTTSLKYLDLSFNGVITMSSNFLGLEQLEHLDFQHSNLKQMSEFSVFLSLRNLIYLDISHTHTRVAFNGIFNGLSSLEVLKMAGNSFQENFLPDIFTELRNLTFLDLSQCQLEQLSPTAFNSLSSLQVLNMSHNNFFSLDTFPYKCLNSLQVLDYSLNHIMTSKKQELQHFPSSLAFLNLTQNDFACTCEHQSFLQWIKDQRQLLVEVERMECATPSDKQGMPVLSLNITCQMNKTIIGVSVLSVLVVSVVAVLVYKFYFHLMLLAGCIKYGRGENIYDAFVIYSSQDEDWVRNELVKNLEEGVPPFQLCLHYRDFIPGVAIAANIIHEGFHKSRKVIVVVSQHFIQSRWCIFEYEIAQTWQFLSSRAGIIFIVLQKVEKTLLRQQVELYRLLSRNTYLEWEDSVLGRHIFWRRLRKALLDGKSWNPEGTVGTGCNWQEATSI
Target sequence (Q99836 whole entry, looked up): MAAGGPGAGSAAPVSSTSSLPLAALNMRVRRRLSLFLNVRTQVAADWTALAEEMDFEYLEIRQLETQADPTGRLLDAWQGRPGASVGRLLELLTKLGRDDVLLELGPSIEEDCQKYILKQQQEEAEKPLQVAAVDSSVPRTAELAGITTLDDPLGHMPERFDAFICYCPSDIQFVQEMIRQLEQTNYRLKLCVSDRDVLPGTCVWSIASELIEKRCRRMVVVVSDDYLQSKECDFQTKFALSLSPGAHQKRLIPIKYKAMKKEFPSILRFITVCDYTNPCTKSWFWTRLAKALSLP
ROMK primary: modulates human ROMK potassium channel activity. AID 1918. 130,000 compounds, 2% hits. Tet-inducible ROMK, thallium flux fluorescence; actives lie on both sides. B-score at 10 µM;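 active = signal ratio slope over the read window, or its plate-corrected B-score, at least 3 SD from the plate mean, either direction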;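 note: B-score of the F/F0 ratio slope over 7 to 12 s after thallium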
bIAP activator: increases bovine intestinal alkaline phosphatase activity; 200,000 compounds, 0.17% hits; activation factor at 20 µM; purified bovine IAP, CDP-star luminescence, 30 min; hits give high values; fold of DMSO-control signal, blank-subtracted;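 active = activation factor of 2 or more at 20 µM, a signal rise over negative controls twice the positive control's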
PPARg SRC-3 ag: agonists of human PPARgamma SRC-3 coactivator recruitment. biochemical PPARgamma/SRC-3 coactivator recruitment assay. AID 731. activation, % at 8 µM. P37231. 200,000 compounds, 0.26% hits; in the data active = activation above about 23%;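 note: 0% = DMSO and 100% = reference agonist; some compounds past the cut are filed as inactive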
Lmaj promast: reduces viability of Leishmania major promastigotes; 200,000 compounds, 9% hits; resazurin fluorescence viability; inhibition, % at 10 µM; in the data active = inhibition above about 50%;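 note: promastigotes grown with compound for 44 hours at 28 °C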
TR-FRET SRC-2 ct: flags TR-FRET format artefacts in PPARgamma SRC-2 recruitment agonist screen. TR-FRET artefact counter-screen; hits give high values. 200,000 compounds, 0.4% hits. TR-FRET ratio at 8 µM; in the data active = TR-FRET ratio above about 2000; note: inactives centre near 1500; reference of the scale not given here
Redox H2O2 prof: compounds producing H2O2 with reducing agent – biochemical, NIH compound library profiling, artefact control for MLSCN library redox annotation, primary screen. DTT-dependent redox cycling H2O2, phenol red/HRP absorbance; 100% = 100 µM peroxide control, 0% = buffer. activation, % at 10 µM. 200,000 compounds, 0.03% hits. AID 878;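 active = activation of at least 50% relative to the plate's high and low controls in the primary single-dose screen; inactive = activation below 50%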;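 note: compound incubated with DTT at 0.8 mM final as the reducing agent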
Starred values were filed as active, the others as inactive; nt = not tested or not shown.

SMILES	S1P3 antagonist	PPARg SRC-2 ag	PPARg SRC-1 ag	bIAP inh	TLR4 MyD88 comp	ROMK primary	bIAP activator	PPARg SRC-3 ag	Lmaj promast	TR-FRET SRC-2 ct	Redox H2O2 prof
CCCNC(=O)C1CCN(c2cc(-c3ccccc3)nc3ncnn23)CC1	-6	7	-3	-15	0	-0.32	1.1	0	-2	1749	1.1
c1csc(C(c2nnnn2C2CCCC2)N2CCCC3(CCCCC3)C2)c1 (stereo not drawn)	nt	-4	0	26	0	nt	0.7	8	40	1370	-1.5
C=CCNC(=O)/C(C#N)=C/c1c(C)nn(-c2ccccc2)c1Cl	-3	7	1	-10	-3	-3	1.1	0	99*	1735	0.0
O=C(NC(=S)Nc1cccc2ncccc12)c1cccs1	3	3	-1	0	16	-0.13	1	5	-7	1570	-0.1
CNC(=S)N/N=C/c1ccc(C(C)C)cc1	nt	-1	6	nt	16	nt	nt	4	3	1497	3.1
CC1(C)Oc2ccccc2OC1(O)c1ccc2ccccc2n1 (stereo not drawn)	-5	-1	9	14	-8	nt	0.9	0	2	1635	0.3
CCn1cc(/C=C/C(=O)NCc2c(C)nn(C)c2C)cn1	nt	3	3	8	-7	nt	0.9	5	-1	1633	-7.7
CC12CN3CC(C)(CN(C1)C3c1ccccc1Cl)C2O (stereo not drawn)	-22	-2	-2	5	-18	0.26	1	-7	-2	1199	-4.1
Cc1onc(-c2ccccc2Cl)c1C(=O)N/N=C(\N)COc1ccc(Cl)cc1	nt	2	11	21	-6	nt	0.8	11	84*	1458	2.0
COc1ccc(-c2cn3cccnc3n2)cc1NC(=O)c1cccs1	-14	2	6	7	2	nt	0.9	-2	97*	1504	0.6
CCc1ccc2oc(C(=O)NCc3ccncc3)c(C)c2c1	nt	3	10	0	-13	nt	1	10	31	1455	0.8
Cc1ccnc(Nc2nc3ccccc3s2)n1	0	0	3	-3	4	-0.36	1	-4	12	1502	0.6
O=C(Cc1cccs1)Nc1nnc(C2CC2)s1	-2	1	4	-29	6	1.7	1.3	-2	-8	1410	0.3
Cc1ccc(-n2cc(-c3ccccc3)[nH]c2=O)cc1F	4	5	-4	31	7	0.83	0.7	5	-6	1564	-1.6
CC(Nc1ccccc1)C(=O)Nc1ccc(F)cc1 (stereo not drawn)	nt	-2	6	-3	6	0.4	1	-3	1	1556	0.1
Cc1noc(/C=C/N(C)C)c1S(=O)(=O)N1CCc2ccccc21	-6	6	10	10	12	nt	0.9	8	8	1619	-0.4
COc1cccc(-c2nc(CS(=O)(=O)CC(=O)N3CCN(c4ccccn4)CC3)c(C)o2)c1	26	6	-2	1	5	nt	1	2	-2	1726	-0.4
COc1ccc(Oc2nc3c(c(=O)n(C)c(=O)n3C)n2Cc2ccccc2)cc1	nt	1	4	0	0	0.37	1	14	-2	1603	0.2
C=CCn1c(SCC(=O)NC2CCCC2)nc2scc(-c3ccco3)c2c1=O	-54	8	1	9	16	nt	0.9	-6	14	1673	0.8
CCCCC1(C)Cc2ccccc2C(=S)N1 (stereo not drawn)	nt	0	8	10	6	nt	0.9	1	1	1369	-7.4
Cn1c(SCc2cccnc2)nc2c(c1=O)SCC2	-18	21	4	-8	-1	-0.28	1.1	0	1	2241*	-0.8
CCN(Cc1ccccc1)C(=O)CS(=O)(=O)c1ccccc1	0	4	-7	-10	7	nt	1.1	-3	-1	1672	-0.1
Cc1c(Br)cc(C(=O)OC2CCN(C)CC2)c(C)c1C	27	-3	5	4	-13	nt	1	8	86*	1523	1.4
COC(=O)CN1C(=O)C(O)(CC(=O)c2cccc(Br)c2)c2ccccc21 (stereo not drawn)	4	-5	-2	4	0	nt	1	-7	-13	1451	-0.9
O=C(COc1ccccc1)OCc1csc(Nc2ccccc2)n1	-12	9	-2	24	-17	nt	0.8	1	49	1606	-0.1
CN(C)Cc1nc2ccccc2c(=O)n1CC#N	-12	5	-3	1	-1	0.94	1	-4	-7	1526	-0.2
CC(=C/C(=O)O)/C=C/c1ccco1	-11	7	8	14	4	0.2	0.9	7	-4	1536	-0.1
COc1ccccc1NC(=O)c1ccccc1C(=O)O	-7	-5	-6	-6	-14	0.37	1.1	4	-6	1224	-0.2
O=C(O)CCC(=O)NNC(=O)CCC(=O)NCc1ccccc1	nt	6	7	3	9	nt	1	5	-5	1525	0.6
COC(=O)c1ccccc1NC(=O)Cn1c(SC)c(F)cnc1=O	-6	4	3	1	2	nt	1	13	-1	1573	2.2
COC(=O)c1cc(NC(=O)c2ccc(Cn3cc(Cl)cn3)o2)cc(C(=O)OC)c1	-27	9	1	3	4	-0.2	1	1	5	1510	-0.4
COc1ccccc1N(C(=O)c1snc(C(N)=O)c1N)C(C(=O)NCCC(C)C)c1ccco1 (stereo not drawn)	10	5	10	-2	-7	-1.1	1	-1	8	1554	0.8
O=C1CC(c2ccc3c(c2)OCO3)c2cc3c(cc2N1)OCO3 (stereo not drawn)	nt	8	2	32	-5	-0.83	0.7	3	0	1762	-0.2
COc1ccccc1-c1cc(C(=O)N/N=C/c2ccc(C)s2)c2ccccc2n1	nt	11	-1	-7	-3	-0.81	1.1	10	83*	1530	0.1
O=C1CNC(=S)N1Cc1ccccc1	8	5	2	-19	-3	0.1	1.2	1	-2	1832	-1.5
C=CCn1c(-c2cc3cccc(OC)c3o2)n[nH]c1=S	-15	8	10	14	10	-0.4	0.9	7	9	1697	-1.9
O=C(CCc1nnc(C2CCCCC2)o1)N1CCN(c2ccccc2F)CC1	-10	-3	0	-7	-11	0.24	1.1	0	-3	1350	-0.9
Cc1[nH]ccc(=O)c1OCc1ccc(Cl)cc1	nt	-2	0	11	7	nt	0.9	-3	-5	1383	2.1
Cc1ccccc1N1CCN(CCCN2C(=O)CC(=C(c3ccccc3)c3ccccc3)C2=O)CC1	nt	5	0	-1	3	-2.1	1	6	10	1594	0.0
COc1ccc(S(=O)(=O)N2CCCC2C(=O)Nc2ccc(O)cc2)cc1 (stereo not drawn)	-22	-11	2	18	11	nt	0.8	-4	-7	1534	0.2
CCOc1ccc(C(=O)NC2CCN(S(C)(=O)=O)CC2)cc1	6	-4	-1	11	10	0.0063	0.9	-18	-8	1386	2.3
Cc1nc(NC(=O)COC(=O)c2cc3c(s2)CCC(C)C3)c(Cl)cc1Cl (stereo not drawn)	2	-13	-2	8	-5	0.4	0.9	-1	-5	1282	-0.6
Cc1nnc(NC(=O)/C=C/c2ccco2)s1	-5	-2	3	6	-1	nt	0.9	3	21	1742	-0.3
CCC(=O)Nc1cc(ON=C(C)C)cc([N+](=O)[O-])c1	-25	1	4	3	-9	-0.23	1	0	4	1577	-0.8
Clc1ccc(-n2cnnn2)cc1	8	-5	6	14	10	nt	0.9	-3	2	1483	1.9
COc1ccc(CN2CCN(S(=O)(=O)c3ccc(NC(C)=O)cc3)CC2)c(OC)c1OC	-9	6	3	-7	-8	0.5	1.1	-1	16	1665	-0.5
O=C(CSc1nnc([C@@H]2CCCN2)o1)c1ccc(Cl)cc1	-31	3	7	-13	-5	nt	1.1	4	-4	1554	-1.1
CC1CCCN(C(=O)Nc2cccc(NC(=O)N3CCCC(C)C3C)c2)C1C (stereo not drawn)	-22	8	2	-31	12	nt	1.3	2	-2	1587	5.8
Cc1ccc(Cn2c(=N)n(CC(=O)c3ccccc3)c3ccccc32)cc1	-7	-3	0	4	10	-5.2*	1	-1	100*	1502	-0.4
O=C(Nc1cccc(S(=O)(=O)N2CCCCC2)c1)c1ccc(S(=O)(=O)C(F)F)cc1	4	-2	-6	4	-8	-0.49	1	2	24	1583	-1.1
CC(OC(=O)C1CC=CCC1C(N)=O)C(Cl)=C(Cl)Cl (stereo not drawn)	-9	4	-1	6	-7	nt	0.9	-2	-2	1629	0.0
Cn1c(NCc2ccco2)nc2c1c(=O)n(Cc1ccc(Cl)c(Cl)c1)c(=O)n2C	nt	-8	-6	3	10	-0.83	1	1	16	1535	-0.8
CC(CCc1ccccc1)NC(=O)/C=C/c1ccc(Cl)cc1 (stereo not drawn)	11	-2	7	9	9	0.73	0.9	4	52*	1713	-0.4
CCN(CC)CCNc1nc(-c2ccc(OC(F)F)cc2)c(C)s1	-6	-3	2	-8	1	-1.6	1.1	-1	99*	1663	-0.5
CS(=O)(=O)N1CCN(c2ccccc2NC(=O)Cc2ccccc2)CC1	5	0	-5	3	-3	nt	1	-2	8	1510	1.4
CCOC(=O)Cc1csc(NC(=O)Cc2ccccc2)n1	-3	11	9	-3	-6	-0.027	1	2	3	1589	-0.1
O=S(=O)(Nc1ccc(-c2cn3cccnc3n2)cc1)c1ccccc1	1	2	4	-17	9	0.015	1.2	1	3	1740	-1.5
Cc1sc2nc[nH]c(=S)c2c1-c1ccccc1	8	-2	4	43	1	6.4*	0.6	0	9	1597	-1.9
O=C1c2ccccc2C(=O)N1CSc1nnc(Nc2ccccc2F)s1	-4	4	-3	-2	7	nt	1	10	-5	1587	0.6
CCC(C)[C@H](NC(=O)NCc1ccccc1)C(=O)O (stereo partly drawn)	-23	-11	-1	0	-13	0.72	1	-12	-4	1423	0.0

Sorted by SMILES length (rising): some entries from above.
SMILES	S1P3 antagonist	PPARg SRC-2 ag	PPARg SRC-1 ag	bIAP inh	TLR4 MyD88 comp	ROMK primary	bIAP activator	PPARg SRC-3 ag	Lmaj promast	TR-FRET SRC-2 ct	Redox H2O2 prof
Clc1ccc(-n2cnnn2)cc1	8	-5	6	14	10	nt	0.9	-3	2	1483	1.9
CCOC(=O)Cc1csc(NC(=O)Cc2ccccc2)n1	-3	11	9	-3	-6	-0.027	1	2	3	1589	-0.1
CCC(C)[C@H](NC(=O)NCc1ccccc1)C(=O)O (stereo partly drawn)	-23	-11	-1	0	-13	0.72	1	-12	-4	1423	0.0

(list continues)
SMILES	S1P3 antagonist	PPARg SRC-2 ag	PPARg SRC-1 ag	bIAP inh	TLR4 MyD88 comp	ROMK primary	bIAP activator	PPARg SRC-3 ag	Lmaj promast	TR-FRET SRC-2 ct	Redox H2O2 prof
CCc1ccc(N2C(=O)/C(=C/c3cccs3)N(CC(=O)OC)C2=S)cc1	nt	5	-1	1	-24	nt	1	10	0	1677	-9.0
Cn1c(=O)c2nnn(/N=C(\c3ccccc3)C3CC3)c2n(C)c1=O	nt	7	3	7	-7	0.038	0.9	-7	76*	1736	-3.7
CCOC(=O)Cc1csc(NC(=O)c2ccc(Cl)nc2)n1	nt	-5	2	-2	-8	nt	1	-7	1	1621	3.0
Cc1noc(/C=C/c2ccc(-c3ccccc3Cl)o2)c1[N+](=O)[O-]	nt	10	3	10	19	nt	0.9	6	-4	1628	0.1
O=C(O)c1cccc(NS(=O)(=O)/C=C/c2ccccc2)c1	nt	12	6	6	-1	nt	0.9	8	-6	1719	0.3
C/C(CCC(C)C)=N\Nc1ccc(S(N)(=O)=O)cc1[N+](=O)[O-]	3	0	1	34	3	0.33	0.7	-2	11	1575	0.9
CSc1ccccc1NC(=O)COc1ccc(Cl)cc1	8	11	3	5	-3	-1.2	0.9	0	-5	1466	0.4
CCCCC(=O)Nc1sc2c(c1C(=O)OCC)CCC(C=O)=C2Cl	nt	-1	-6	8	26*	0.25	0.9	-1	99*	1453	-4.7

Source: PubChem (several laboratories)
